Assay outcomes as filed in PubChem.
CFTR F508del cor: F508del CFTR correction, initial screen, CFBE line, single point; CFBE cells, YFP halide quenching; stimulated with forskolin plus potentiator P3; % fluorescence drop versus neutral controls; activity (quench increase), % at 7.58 µM; actives 0.36% (n = 350,000); AID 720511, 2013;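 active = mean added fluorescence quench of at least 8% versus neutral control, with both replicates also reaching 8%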;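 also: cells transiently co-express mutant CFTR-F508del with the halide-sensitive YFP; corrector assay measuring rescue of mutant channel to the surface after 24 h compound exposure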
Xi reactivation: activators of inactive X chromosome reactivation, primary screen, imaging, XiGFP fibroblasts, GFP high-content imaging, set 2; XiGFP mouse fibroblasts, % GFP-positive cells imaging, 3 d; cells co-treated with 5-aza-dC sensitizer; scaled so ellipticine positive control = 100%; AID 743238, 2013; actives 0.055% (n = 360,000); activation, % at 7.58 µM;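 active = mean normalized replicate activation at least 10% and every replicate at or above 10%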;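 also: 0% = median of on-plate neutral control wells and 100% = ellipticine 6 µM median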
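Schedule: 3 d treatment, 15 min room-temperature fixation; system: 68-5-11 XiGFP fibroblast line; buffer or medium: DMEM plus 5-aza-dC sensitizer; control set: ellipticine 6 µM positive control; compound: one concentration, pinned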
RAD54 inh: inhibitors of human RAD54 branch migration, primary screen, biochemical, fluorescence, single point; inhibition, % at 10.4 µM; actives 0.14% (n = 360,000); RAD54 Holliday junction branch migration, FAM/BHQ fluorescence;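 active = mean normalized replicate activity at least 40 and at least half of replicates scoring 40 or more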;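 also: 0% = median of neutral control wells and 100% = median of positive control wells; inhibitors cause a drop in the FAM fluorescence signal; in these data hits start at about 50%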
ARNT-TACC3 inh: disruptors of ARNT/TACC3 protein interaction, primary screen, biochemical, AlphaScreen, single concentration; AlphaScreen His-ARNT PAS-B/GST-TACC3 binding, luminescence; TACC3 fragment carries E629A point mutation; Transforming acidic coiled-coil-containing protein 3 (Homo sapiens), Q9Y6A5; actives 0.66% (n = 390,000); inhibition, % at 9.99 µM;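 active = mean inhibition of replicates at least 50% and at least half of replicates each reaching 50%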;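 also: 0% = complete ARNT plus TACC3 wells and 100% = ARNT alone without TACC3; many hits fall short of the cut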
esBAF inh: Bmi1 luciferase reporter increase in mESCs, primary screen, esBAF inhibitor project, mouse ES cells, Bmi1 luciferase knock-in, single point. AID 602393, 2012. actives 2% (n = 350,000). reporter increase, % at 12.5 µM. 24 h; 100% = twice the neutral-well signal; in the data active = activation above about 40%;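 also: 0% = median of the plate's neutral control wells and 100% = double that signal; a rise in the Bmi1 reporter signal indicates esBAF inhibition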
RAD52 inh: RAD52 DNA annealing inhibitors, primary screen, biochemical, FRET, single point, set 2 | DNA repair protein RAD52 homolog (Homo sapiens), P43351 | recombinant RAD52 DNA annealing, FRET fluorescence | inhibition, % at 18.7 µM | actives 0.46% (n = 360,000);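 active = every replicate showing at least 50% inhibition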
GSIS activator: GLuc luminescence reporter in INS-1E cells, primary screen for activators of glucose-dependent secretion of insulin | INS-1E GLuc reporter insulin secretion, 2-3 h | actives 0.61% (n = 370,000) | activation, % at 16.6 µM;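 active = lowest replicate activation of at least 40%, so every replicate reaches that level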;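 also: 0% = median of neutral control wells and 100% = median of IBMX positive control wells; some compounds called inactive have numbers as strong as hits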
ERAP1 inh: human ERAP1 aminopeptidase inhibitors, primary screen, biochemical, single point, plate reader | inhibition, % at 10.7 µM | AID 652197, 2013 | Endoplasmic reticulum aminopeptidase 1 (Homo sapiens), Q9NZ08 | actives 0.15% (n = 340,000) | recombinant ERAP1, Leu-AMC fluorescence, 60 min;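 active = mean replicate inhibition of at least 30%, or all replicates individually reaching that 30% level; inactive = mean below 30% and not every replicate reaching it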;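 also: 0% = neutral control wells and 100% = L-leucinethiol positive control wells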
Target sequence (Q9NZ08 whole entry, looked up): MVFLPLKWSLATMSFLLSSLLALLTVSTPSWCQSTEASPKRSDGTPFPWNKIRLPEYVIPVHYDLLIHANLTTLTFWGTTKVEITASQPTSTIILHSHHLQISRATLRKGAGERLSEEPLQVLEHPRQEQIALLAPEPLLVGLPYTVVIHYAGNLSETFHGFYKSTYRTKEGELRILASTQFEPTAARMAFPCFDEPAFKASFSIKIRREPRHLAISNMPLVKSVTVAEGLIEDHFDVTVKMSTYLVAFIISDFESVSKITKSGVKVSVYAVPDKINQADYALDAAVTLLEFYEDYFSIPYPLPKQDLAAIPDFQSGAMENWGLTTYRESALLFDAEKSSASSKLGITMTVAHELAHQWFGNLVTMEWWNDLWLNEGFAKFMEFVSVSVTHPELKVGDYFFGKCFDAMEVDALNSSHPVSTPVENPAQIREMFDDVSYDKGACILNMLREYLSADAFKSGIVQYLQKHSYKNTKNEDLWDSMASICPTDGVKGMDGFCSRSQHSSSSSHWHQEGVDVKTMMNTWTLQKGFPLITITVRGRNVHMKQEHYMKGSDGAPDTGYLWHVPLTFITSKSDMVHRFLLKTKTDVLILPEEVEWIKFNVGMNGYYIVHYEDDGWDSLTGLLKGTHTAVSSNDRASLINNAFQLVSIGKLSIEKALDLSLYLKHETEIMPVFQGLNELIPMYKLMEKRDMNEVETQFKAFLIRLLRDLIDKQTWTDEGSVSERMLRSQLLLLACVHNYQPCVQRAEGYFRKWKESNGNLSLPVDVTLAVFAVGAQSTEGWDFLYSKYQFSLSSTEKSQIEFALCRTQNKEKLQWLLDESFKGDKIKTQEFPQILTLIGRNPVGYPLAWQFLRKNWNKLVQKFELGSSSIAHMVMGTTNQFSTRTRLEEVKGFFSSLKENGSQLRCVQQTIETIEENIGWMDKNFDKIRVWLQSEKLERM
Numbers without * were called inactive; / = no result given; & = joins results of further samples.

SMILES | CFTR F508del cor | Xi reactivation | RAD54 inh | ARNT-TACC3 inh | esBAF inh | RAD52 inh | GSIS activator | ERAP1 inh
Cc1noc(C)c1S(=O)(=O)N(C)C[C@@H]1Oc2ccc(NS(=O)(=O)c3ccc(Cl)cc3)cc2CC(=O)N([C@H](C)CO)C[C@H]1C | 5.2 | 0.0 | 3 | -4 | -6 | -6 | 4 | -2
Cc1csc(SCC(=O)NC23CC4CC(CC(C4)C2)C3)n1 | / | / | -13 | -2 | 14 | -4 | -32 | 3
O=C(C[C@@H]1CC[C@@H]2[C@H](COC[C@H](O)CN2S(=O)(=O)c2ccccc2)O1)N[C@H]1CCN(Cc2ccccc2)C1 | 0.6 | 0.1 | 11 | -5 | -1 | -1 | 4 | 0
CCC(COC)NCc1cn(-c2ccc(F)cc2F)nc1-c1ccccc1C (stereo not given) | 1.0 | 0.0 | 0 | 4 | -2 | -7 | -16 | -3
COc1cc(Cl)ccc1OCc1cc(C(=O)NCC(C)c2ccccc2)no1 (stereo not given) | -0.1 | 0.1 | -3 | -2 | 5 | 2 | -7 | 0
C[C@H](CO)N1C[C@H](C)[C@H](CN(C)C(=O)Nc2cccc3ccccc23)Oc2c(NC(=O)c3ccncc3)cccc2C1=O | -1.9 | 0.0 | -9 | 6 | 3 | -3 | 11 | 3
Cc1cc(C(=O)OCC(=O)NCc2ccco2)c(C)o1 | -4.6 | 0.4 | / | / | / | -26 | 3 | 2
COC(=O)c1cc2c(c3c4cc(F)ccc4n(S(=O)(=O)c4ccc(C)cc4)c13)C(=O)N(Cc1ccc(C(F)(F)F)cc1)C2 | -1.7 | 0.2 | / | / | / | -32 | / | -6
COc1ccc(-c2c(C(F)(F)F)oc3cc(OCC(=O)Nc4ccccc4C(F)(F)F)ccc3c2=O)cc1OC | / | 0.2 | 1 | 2 | / | 8 | / | 2
COc1ccccc1S(=O)(=O)N[C@@H]1C=C[C@H](CC(=O)N2CCOCC2)O[C@H]1CO | -1.2 | 0.6 | -11 | -6 | 0 | 11 | 4 | 5
CC(C)C#Cc1ccc2c(c1)O[C@H](CN(C)C(=O)NC(C)C)[C@@H](C)CN([C@H](C)CO)S2(=O)=O | -2.1 | -0.8 | -4 | -6 | 6 | 21 | -13 | -7
COCC(=O)N1CC(=O)N2[C@H](CO)[C@H](c3ccc(C#CCc4ccccc4)cc3)[C@H]2C1 | -0.2 | 0.0 | / | / | / | 3 | -16 | 2
C=CCn1c(O)c(C=Nc2ccccc2)sc1=S | -0.4 | 0.0 | -5 | 12 | 68* | -13 | 3 | 2
COc1cc(C(=O)N(Cc2ccccn2)CC2CCCO2)cc(OC)c1OC (stereo not given) | -1.7 | / | -2 | -4 | 0 | -7 | 7 | -1
COc1cccc(C(=O)N/N=C/c2ccc(OC3CSC3)cc2)c1 | / | / | -3 | -2 | 30 | / | 6 | /
Cc1ccc(NC(=O)CN(C)C(=O)CSc2n[nH]c(N)n2)cc1 | / | / | -6 | 8 | 2 | / | -3 | /
CCc1nc2c(OCCOC)cccn2c1N(C)C(=O)c1ccc(C)cc1 | 2.6 | 1.0 | 6 | / | -2 | -13 | 5 | -3
CC1(C)CC(=O)C=C(c2n[nH]nc2C2CC2)C1 | 2.3 | 0.1 | 6 | / | -5 | 0 | 7 | 2
CC(C)c1nc2sc3c(=O)[nH]c(=S)[nH]c3c2c2c1CCCC2 | 0.0 | -0.1 | 3 | 0 | 3 | -7 | 15 | -1
Cc1cc(NCc2ccccn2)n2nc(C)c(-c3ccc(Cl)cc3)c2n1 | 6.8 | 0.1 | 0 | -4 | -8 | -19 | 2 | /
CCC(=O)N[C@H]1CC[C@H](CCNS(=O)(=O)c2ccc(Cl)cc2)O[C@@H]1CO | 3.4 | 0.2 | -2 | -2 | -1 | 4 | -10 | -4
Cc1ccc(NC2CCCN(C(=O)c3cc(C(C)C)[nH]n3)C2)cc1C (stereo not given) | -0.5 | 0.1 | -2 | 28 | -6 | -9 | -1 | -3
O=C(NCCS(=O)(=O)c1ccc(Br)cc1)c1ccc(Cl)cc1 | 1.4 | 0.2 | -3 | -5 | -7 | -12 | / | -7
O=[N+]([O-])c1ccc(NCc2ccc(Cl)cc2)nc1 | 1.2 | 0.0 | 0 | 2 | / | -3 | / | /
Cc1ccc(/C(N)=N/OC(=O)CCc2ccccc2)cc1 | -3.0 | / | -1 | -20 | 60* | 0 | -2 | -4

Some of these compounds in order of their number in RAD52 inh, lowest first.
smiles | CFTR F508del cor | ARNT-TACC3 inh | esBAF inh | RAD52 inh | GSIS activator | ERAP1 inh
Cc1ccc(NC2CCCN(C(=O)c3cc(C(C)C)[nH]n3)C2)cc1C (stereo not given) | -0.5 | 28 | -6 | -9 | -1 | -3
C[C@H](CO)N1C[C@H](C)[C@H](CN(C)C(=O)Nc2cccc3ccccc23)Oc2c(NC(=O)c3ccncc3)cccc2C1=O | -1.9 | 6 | 3 | -3 | 11 | 3
Cc1ccc(/C(N)=N/OC(=O)CCc2ccccc2)cc1 | -3.0 | -20 | 60* | 0 | -2 | -4

Next structures.
SMILES | CFTR F508del cor | Xi reactivation | RAD54 inh | ARNT-TACC3 inh | esBAF inh | RAD52 inh | GSIS activator | ERAP1 inh
COc1cc(/C=C(\C#N)c2ccccn2)ccc1OCc1ccccc1Cl | / | 0.0 | -16 | 5 | / | -18 | -2 | 1
CCN(CC)CCCNC(=O)c1cn(CC(C)C)c(=O)c2c1c1ccccc1n2C | -1.8 | 0.0 | 12 | 6 | 4 | -1 | 5 | -1
N#C[C@H]1[C@H](c2ccc(C#CC3CCCC3)cc2)[C@@H](CO)N1S(=O)(=O)c1ccccc1 | -0.9 | -0.2 | -46 | -22 | 0 | 5 | -5 | 4
CC(=O)OCC(=O)C1(O)CCC2C3CCC4C(OC(C)=O)C(=O)CCC4(C)C3C(=O)CC21C (stereo not given) | 2.6 | 0.0 | -2 | -9 | / | -7 | 2 | -4
O=c1[nH]ncc(N/N=C\c2ccc(O)cc2O)c1Cl | 1.3 | 0.3 | -2 | / | 2 | -20 | 8 | -5
CSc1nnc(-c2sccc2-n2cccc2)o1 | 1.2 | 0.0 | / | 3 | / | 1 | 1 | -1
Cc1ccc(S(=O)(=O)Nc2cccc(C(=O)NCC(c3ccco3)N3CCCCC3)c2)cc1F (stereo not given) | 3.6 | -0.2 | -7 | 1 | / | -77 | -45 | -1
Cc1ccc(S(=O)(=O)NC(=O)C2(C)CCN2C(=O)Cc2cc(F)ccc2F)nc1 (stereo not given) | -3.9 | -0.1 | -11 | / | -4 | -9 | 31 | -1
CC(C)(C)NC(=O)CSCc1ccc(Br)cc1 | 0.8 | 0.1 | -2 | -6 | -4 | -2 | -1 | -4
Cc1nn(CC#N)c(=O)n1-c1cccc(F)c1 | / | / | -17 | -2 | -6 | / | 10 | /
COCCNC(=O)CN1CCCCCC1 | 0.8 | 0.0 | 3 | 2 | 4 | 10 | 5 | /
Cc1ccc(P(=O)(c2ccc(C)cc2)[C@@H](NC(c2ccccc2)c2ccccc2)c2ccccc2)cc1 | -3.8 | -0.1 | / | / | / | -8 | 68 | /
O=C(/C=C/c1ccccc1F)c1ccoc1 | / | / | -8 | -2 | -9 | / | 27 | /
c1ccc(CN2CC[C@@H](Nc3nccn4ccnc34)C2)cc1 | -2.6 | 0.0 | -5 | / | -3 | -7 | 8 | 1
Cc1ccc(S(=O)(=O)NCCC(=O)NCCc2ccccc2)cc1 | -1.0 | 0.0 | 2 | 13 | 19 | 2 | 3 | -2
CO[C@@H]1CN(C)C(=O)c2cc(NC(C)=O)ccc2OC[C@H](C)N(Cc2nccs2)C[C@@H]1C | 5.2 | 0.5 | 0 | -6 | -5 | 11 | -1 | 4
CC1(C)CC(=O)C=C(c2ccc(COC(=O)Cc3ccccc3)cc2)C1=O | -6.8 | 0.2 | 9 | / | -1 | 1 | 31 | /
Cc1c(C(=O)NNC(=O)c2cccnc2)cccc1[N+](=O)[O-] | -5.3 | 0.2 | -2 | -4 | -6 | -19 | 9 | 1
CCCc1cc(=O)[nH]c(SCC(=O)Nc2ccc(C)cc2)n1 | 0.4 | 0.1 | / | -11 | / | -2 | -2 | /
CCCNC(=O)C(Cc1cccc(Br)c1)NC(=O)c1ccc(C#N)cc1 (stereo not given) | 1.1 | 0.4 | -6 | -5 | 2 | / | -1 | /
COc1ccc(OC)c(CNC(=O)CCc2cn(C)c3ccccc23)c1 | -3.4 | 0.3 | 0 | -2 | 1 | -21 | 2 | 12
C[C@H]1CN([C@@H](C)CO)S(=O)(=O)c2ccc(Br)cc2O[C@H]1CN(C)C(=O)c1cccc(F)c1 | 2.5&-1.2 | 0.1&-0.6 | -1&0 | -4 | 7&1 | -3&6 | -8&2 | 3&0
CCCCCOc1ccc(C(C)(O)C(CN2CCOCC2)c2ccccc2)cc1 (stereo not given) | 0.8 | -0.1 | -4 | -33 | -5 | 12 | -9 | 4
O=C(CSc1cn(CCNC(=O)c2c(F)cccc2F)c2ccccc12)NCC1CCCO1 (stereo not given) | -3.2 | 0.0 | -3 | -8 | -11 | -25 | -9 | 3
CNC(=S)NC1CC2CCC(C1)N2Cc1ccccc1 (stereo not given) | / | / | 0 | 25 | -2 | / | 4 | /
Following part
SMILES | CFTR F508del cor | Xi reactivation | RAD54 inh | ARNT-TACC3 inh | esBAF inh | RAD52 inh | GSIS activator | ERAP1 inh
CN(C)S(=O)(=O)c1ccc2c(c1)c(=O)c(C(=O)N1CCN(c3ccccn3)CC1)cn2C | -0.7 | 0.3 | -15 | 0 | -3 | -13 | 5 | -2
COc1ccc(S(=O)(=O)N[C@@H]2CC[C@H](CC(=O)N3CCC(Cc4ccccc4)CC3)O[C@@H]2CO)cc1 | 2.0 | -0.5 | -2 | -5 | 3 | 9 | -36 | 2
c1ccc(-c2ccc3ncccc3n2)cc1 | -1.3 | 0.1 | -6 | / | 32 | -18 | 5 | -7
C[C@H](CO)N1C[C@H](C)[C@@H](CN(C)Cc2ccccc2)Oc2cc(-c3cncnc3)ccc2S1(=O)=O | -2.3 | -1.1 | -2 | 9 | -2 | 0 | -2 | -2
CC(=O)N1CC2(C1)[C@@H](c1ccccc1)[C@@H](CO)N2C(=O)c1ccncc1 | -2.9 | 0.0 | / | / | / | -5 | 34 | 2
O=C(N=C1SC2CS(=O)(=O)CC2N1c1ccc(Cl)cc1)C1CCCO1 (stereo not given) | 2.5 | 0.3 | / | 2 | 1 | -7 | 14 | -4
COc1ccccc1-n1c(SCC(=O)O)nc2c(sc(=S)n2-c2ccc(Cl)c(C)c2)c1=O | -2.9 | 0.0 | 6 | -8 | 0 | -16 | -20 | -8
Cc1cc(C)c(C(=O)Nc2cccc(F)c2)c(Cl)n1 | 1.4 | 0.2 | / | -3 | / | -3 | 26 | 5
CNC(=O)C1CC(=O)N(CCc2ccc(C)cc2)C1 (stereo not given) | / | 0.0 | -3 | -5 | -1 | -3 | 5 | 0
COc1ccc(CCNc2cc(C)nc(N)n2)cc1OC | 4.4 | 0.0 | 1 | 7 | -1 | 13 | -6 | 2
O=C(CN1C(=O)NC(CCc2ccccc2)C1=O)Nc1ccccc1C(F)(F)F (stereo not given) | -0.6 | -0.4 | -1 | -3 | 0 | -9 | -1 | -3

Results in ARNT-TACC3 inh, for some of the entries so far:
| structure | ARNT-TACC3 inh |
| --- | --- |
| CNC(=O)C1CC(=O)N(CCc2ccc(C)cc2)C1 (stereo not given) | -5 |
| COc1ccc(CCNc2cc(C)nc(N)n2)cc1OC | 7 |
